Assay outcomes deposited in PubChem by several laboratories.
Dengue-2 NS5 capping – flavivirus cap methylation enzyme inhibition – biochemical, confirmation dose response, primary screen (AID 588689); Dengue-2 NS5 methyltransferase capping enzyme assay, biochemical; higher % means a stronger effect; one-dose inhibition, % at 25 µM; IC50 in µM for titrated hits; 340,000 compounds, 0.3% hits; in the data active = a potency from the dose series; inconclusive = inhibition above about 29% without an active follow-up result
NTR1 agonist – agonists of NTR1, primary screen, imaging, U2OS cells, beta-arrestin-GFP, high content (AID 493036) | NTR1-U2OS beta-arrestin-GFP spot imaging, agonist mode | activation, % at 20 µM | 330,000 compounds, 0.17% hits | P30989;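 active = activation at or above 40% of the spot to cytoplasm intensity ratio, with at least 20 cells analyzed; inconclusive = wells under 20 cells, flagged as cytotoxic or low count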;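 also: 0% = DMSO without peptide and 100% = 100 nM NTR1 peptide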
Target sequence (P30989 whole entry, looked up): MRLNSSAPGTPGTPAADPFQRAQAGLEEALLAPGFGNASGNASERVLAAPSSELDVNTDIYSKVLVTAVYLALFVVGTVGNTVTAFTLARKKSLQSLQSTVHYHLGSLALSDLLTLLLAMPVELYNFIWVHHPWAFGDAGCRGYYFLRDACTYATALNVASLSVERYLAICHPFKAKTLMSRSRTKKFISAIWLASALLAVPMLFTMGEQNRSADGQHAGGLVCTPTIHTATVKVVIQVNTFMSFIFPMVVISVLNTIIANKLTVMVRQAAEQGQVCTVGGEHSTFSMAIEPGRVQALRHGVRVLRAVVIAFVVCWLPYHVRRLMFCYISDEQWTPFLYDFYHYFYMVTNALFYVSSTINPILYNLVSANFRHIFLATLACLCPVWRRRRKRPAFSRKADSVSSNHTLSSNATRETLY
UTI89 phage lysis – inhibition of K1F phage lysis, E. coli UTI89, bacterial capsule biogenesis inhibitors, alamar blue (AID 488966). one-dose inhibition, % at 100 µM; IC50 in µM for titrated hits. E. coli UTI89 K1F phage lysis, alamar blue, 2 h; higher % means a stronger effect. 340,000 compounds, 0.02% hits;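 active = phage lysis inhibition, versus mean bacterial control, above a set limit; inconclusive = no clear call, values can overlap the other calls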;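 also: capsule biogenesis inhibitors block K1F phage lysis so surviving cells raise fluorescence; higher fluorescence means more inhibition of phage lysis; actives were called in the ten point dose series up to 300 µM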
West Nile antiviral – inhibition of WNV-induced cytopathic effect – cell-based, CPE readout (AID 1621) | West Nile virus-infected cells, CPE inhibition; higher % means a stronger effect | CPE inhibition, % at 10 µM; hits with a dose series show IC50 in µM | 290,000 compounds, 0.02% hits; in the data active = a potency from the dose series; inconclusive = CPE inhibition mostly from about 3.7% at the one dose, without a potency; inactive = the rest, 99 in 100 with CPE inhibition below about 2.2%; also: strong numbers were not always called active
Salmonella PhoP GFP – PhoP-dependent GFP reporter repression – Salmonella Typhimurium, primary screen (AID 1863); inhibition, % at 50 µM; hits with a dose series show IC50 in µM; S. Typhimurium PhoP-regulated promoter GFP reporter, 4 h; higher % means a stronger effect; 300,000 compounds, 0.16% hits;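 active = inhibition over 29.93%, a cutoff 3 SD above the screen mean, later confirmed by dose response; inconclusive = inhibition over 29.93% but no dose response follow-up; inactive = inhibition at most 29.93% or unconfirmed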;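 also: 0% = low Mg2+ inducing control and 100% = high Mg2+ repressing control; strong numbers were not always called active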
Rac1 GTP hydrolysis – MgcRacGAP GTPase-activating activity inhibitors, confirmation, biochemical, ADP Hunter fluorescence | MgcRacGAP-stimulated Rac1 GTP hydrolysis, ADP Hunter fluorescence; higher % means a stronger effect; GST-tagged Rac1 F28L mutant substrate | inhibition, % at 30 µM; hits with a dose series show IC50 in µM | 340,000 compounds, 0.6% hits;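 active = first-screen hits whose inhibition reached a set limit at any dose in the follow-up dose series; inconclusive = inhibition above the set first-screen limit but never retested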;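 also: fluorescence reports GDP produced by GAP-driven GTP hydrolysis; strong numbers were not always called active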
SV40 large T antigen – TAg ATPase/helicase activity blockers – biochemical (AID 1903); inhibition, % at 20 µM; hits with a dose series show IC50 in µM; SV40 large T antigen ATPase/helicase inhibition assay; higher % means a stronger effect; 310,000 compounds, 0.39% hits; in the data active = a potency from the dose series; inconclusive = inhibition mostly from about 32% at the one dose, without a potency; inactive = the rest, 99 in 100 with inhibition below about 32%; also: strong numbers were not always called active
T cell modulator – modulates CD8 T cell binding to vesicles. 2C CD8+ T cell-vesicle binding, flow cytometry; hits give low values. calls only at 7 µM. 330,000 compounds, 0.068% hits. AID 2052;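 active = response, share of CD8 T cells binding vesicles, and their 90th percentile fluorescence all below set limits, cut at about 80% in these data, passing the limit was not always enough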
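Read-out – percent CD8+ FL2 mean versus row control · System – murine 2C transgenic CD8+ T lymphocytes · Times – 1.5 h cell–vesicle binding at 37 °C, then 20 min icy labelling · Control set – naked vesicles low, QL9 vesicles with vehicle high · Detection – cytometric PE anti-B7-1 and Alexa647 anti-CD8 signals after 1% paraformaldehyde fixation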
RSV antiviral HEp-2 – RSV antiviral activity via CPE protection, HEp-2 cells, primary 10 µM value included (AID 2391). HEp-2 cells, RSV-induced CPE inhibition; higher % means a stronger effect. one-dose CPE inhibition, % at 10 µM; IC50 in µM for titrated hits. 310,000 compounds, 0.13% hits; in the data active = a potency from the dose series; inconclusive = CPE inhibition mostly from about 23% at the one dose, without a potency; inactive = the rest, 99 in 100 with CPE inhibition below about 21%; also: strong numbers were not always called active
T cell modulator vesicle-bound % – also measured in T cell modulator; calls as there; double positive events, %; measured here: CD8+ vesicle-bound cell fraction;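 binding gate set so that unloaded-vesicle control wells show 10% double positive cells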
NTR1 agonist cell count 20 µM – further read-out of NTR1 agonist, marked with its call; cell count; measured here: cell count, cytotoxicity flag
Dengue-2 NS5 capping pilot replicate – further read-out of Dengue-2 NS5 capping, marked with its call; inhibition, %; measured here: pilot screen replicate inhibition
* hit, by the source's call; i = inactive; ? = inconclusive; . = no result given; [ ] = another dose, or the depositor's remark.

SMILES	Dengue-2 NS5 capping	NTR1 agonist	NTR1 agonist cell count 20 µM	UTI89 phage lysis	West Nile antiviral	Salmonella PhoP GFP	Rac1 GTP hydrolysis	SV40 large T antigen	T cell modulator	T cell modulator vesicle-bound %	RSV antiviral HEp-2	others
Cn1c(N2CCN(S(=O)(=O)c3ccc(Cl)cc3)CC2)nc2ccccc21	-6%	-0.7	50	0.1%	-0.5%	-5%	5%	14%	i	12	7.7%
O=C(C[C@@H]1C/C=C\C[C@H](NC(=O)OCC2c3ccccc3-c3ccccc32)C(=O)OC[C@H]2CCCN2C1=O)N[C@@H](CO)Cc1ccccc1	-7%	3.5	51	-0.2%	.	.	10%	.	i	12	.	Dengue-2 NS5 capping pilot replicate=-3.7
O=C(Nc1ccccc1)Nc1ccccc1C(=O)NCC1CC1	-6%	-0.9	38	0.3%	0.2%	-14%	1%	-2%	i	32	.
COc1ccc(CNC(=O)c2ccc3c(c2)NC(=O)C(C)S3)cc1 (stereo not given)	-4%	2.5	51	0.2%	-0.4%	-11%	16%	.	i	24	-1.0%
Cn1nnnc1SCC(=O)NCc1cccs1	-3%	0.4	89	0.3%	0.5%	8%	8%	7%	i	40	0.9%
CN(C(=O)COC(=O)C1CCN(S(=O)(=O)c2c(Cl)cccc2Cl)CC1)C1CCS(=O)(=O)C1 (stereo not given)	-1%	-0.9	50	0.8%[50 µM]	.	-1%	2%	4%	i	22	0.6%
CC(/C=C/C=C/c1ccccc1)=N/NC(=O)c1ccc2c(c1)OCCO2	9%	0.9	49	0.2%	0.0%	-5%	17%	6%	i	28	3.9%
O=C(NC(C(=O)c1ccccc1)N1CCCCCC1)c1ccco1 (stereo not given)	-6%	0.5	38	1.8%	0.5%	-3%	6%	5%	i	44	0.1%
CCCC1CCc2c(c3ccccc3[nH]c2=O)O1 (stereo not given)	-1%	1.0	43	1.4%	0.2%	-10%	12%	4%	i	35	18%
CCOC(=O)c1cccc(NC(=O)/C(=C\c2ccccc2)NC(=O)c2ccccc2Cl)c1	0%	2.5	59	6.1%	0.3%	4%	6%	17%	i	11	1.8%
CCn1cc(C(=O)NCc2ccco2)c(=O)c2cc(S(=O)(=O)N3CC(C)CC(C)C3)ccc21 (stereo not given)	-9%	5.2	87	0.1%	11%	-1%	3%	12%	i	39	17%	Dengue-2 NS5 capping pilot replicate=-4.9
O=C(CCNS(=O)(=O)c1ccc2c(c1)CCC(=O)N2)Nc1ccc(F)c(F)c1	-15%	0.6	58	-1.3%	1.4%	-4%	7%	10%	i	42	1.3%
CN(C)c1nc(OCc2ccccc2)c2ncc(=O)[nH]c2n1	0%	3.6	59	-1.5%	.	.	-4%	10%	i	56	2.7%
CCC(COC)NC(=O)c1ccc(OC)c(OC2CCN(C(C)=O)CC2)c1 (stereo not given)	6%	0.4	56	0.3%	0.0%	-6%	9%	9%	i	64	2.0%
N#Cc1cn(CC(=O)N2CCc3ccccc3C2)c2ccccc12	-2%	-0.8	35	3.7%	-0.6%	4%	3%	22%	i	56	3.3%
Cc1ccc(C(=O)N/C(=C\c2cccnc2)C(=O)N2CCCC2)cc1	-5%	2.1	39	0.1%	-0.7%	-7%	1%	14%	i	11	1.1%
CCc1nn(-c2ccccc2)c(N)c1C#N	-9%	-0.7	81	0.3%	-0.1%	6%	6%	3%	i	33	2.7%
Cc1csc(=N)n1CC(=O)N1CCc2ccccc21	-5%	-0.4	57	0.0%	0.0%	1%	-1%	6%	i	15	0.3%
Cc1ccc(NC(=O)C(C)N2C(=O)c3ccccc3C2=O)cc1 (stereo not given)	-6%	0.6	56	-0.1%	0.3%	-11%	6%	13%	i	18	1.9%
Oc1ccccc1-c1nc2ccccc2nc1-c1ccccc1	-3%	2.0	52	0.3%	0.2%	-10%	12%	17%	i	48	2.7%
O=C(O)CCC(=O)Nc1ccc(S(=O)(=O)Nc2nccs2)cc1	-2%	0.6	71	-1.4%	0.6%	0%	0%	12%	i	19	4.1%
O=[N+]([O-])c1ccc(Nc2ccc3ccccc3c2)nc1	-5%	5.4	48	0.6%	-0.3%	-5%	8%	8%	i	17	5.8%
Nc1ncc(Br)cc1Br	-8%	1.7	71	2.0%[50 µM]	0.6%	-3%	-3%	-1%	i	52	2.7%
COc1cc(-c2c(-c3ccc4c(c3)OCO4)noc2C)ccc1F	-7%	-1.1	83	-0.9%	1.9%	13%	3%	-3%	i	17	1.6%
Nc1ccc(-c2nc3ccccc3o2)cc1	-10%	-3.0	79	0.2%	0.2%	23%	5%	1%	i	48	2.5%

Arranged by molar mass (lowest first): part of the list above.
SMILES	Dengue-2 NS5 capping	NTR1 agonist	NTR1 agonist cell count 20 µM	UTI89 phage lysis	West Nile antiviral	Salmonella PhoP GFP	Rac1 GTP hydrolysis	SV40 large T antigen	T cell modulator	T cell modulator vesicle-bound %	RSV antiviral HEp-2	others
CCc1nn(-c2ccccc2)c(N)c1C#N	-9%	-0.7	81	0.3%	-0.1%	6%	6%	3%	i	33	2.7%
CCCC1CCc2c(c3ccccc3[nH]c2=O)O1 (stereo not given)	-1%	1.0	43	1.4%	0.2%	-10%	12%	4%	i	35	18%
CCOC(=O)c1cccc(NC(=O)/C(=C\c2ccccc2)NC(=O)c2ccccc2Cl)c1	0%	2.5	59	6.1%	0.3%	4%	6%	17%	i	11	1.8%

The main list resumes, starting 3 compounds before the break.
SMILES	Dengue-2 NS5 capping	NTR1 agonist	NTR1 agonist cell count 20 µM	UTI89 phage lysis	West Nile antiviral	Salmonella PhoP GFP	Rac1 GTP hydrolysis	SV40 large T antigen	T cell modulator	T cell modulator vesicle-bound %	RSV antiviral HEp-2	others
Nc1ncc(Br)cc1Br	-8%	1.7	71	2.0%[50 µM]	0.6%	-3%	-3%	-1%	i	52	2.7%
COc1cc(-c2c(-c3ccc4c(c3)OCO4)noc2C)ccc1F	-7%	-1.1	83	-0.9%	1.9%	13%	3%	-3%	i	17	1.6%
Nc1ccc(-c2nc3ccccc3o2)cc1	-10%	-3.0	79	0.2%	0.2%	23%	5%	1%	i	48	2.5%
COC(=O)Cc1[nH]nc2c1C(c1ccc(O)c(OC)c1)C(C#N)=C(N)O2 (stereo not given)	-15%	1.4	57	-0.3%	0.2%	-10%	11%	?	i	47	0.9%
COc1ccc(S(=O)(=O)N2CCc3cc(OC)c(OC)cc3C2)cc1	-8%	3.0	75	0.1%	0.2%	-1%	4%	-2%	i	21	3.4%
CCCCNC(=O)c1onc(CSc2cc(C)cc(C)c2)c1C(=O)O	2%	-0.2	54	0.3%	-0.1%	-8%	4%	12%	i	44	3.3%
COc1ccc(O)c(/C=N/NC(=O)c2cccc(N3CCCC3=O)c2)c1	-7%	0.5	53	-0.1%	0.4%	7%	4%	0%	i	40	0.8%
Cc1ccc(S(=O)(=O)NC(=O)c2ccc(Br)o2)c(C)c1	-3%	2.3	48	3.3%	0.2%	-8%	5%	13%	i	24	0.7%
Cc1ccc(NC(=O)c2sc3nc(C)cc(C)c3c2N)cc1	1%	4.5	76	-0.3%	0.8%	-2%	-8%	5%	i	48	9.1%
COc1ccccc1OCc1csc(N)n1	-3%	1.2	43	-0.3%	-0.2%	-9%	-1%	-2%	i	56	0.1%
CN1CCN(NC(=O)CSc2ccc(Cl)cc2Cl)CC1	-11%	-0.1	97	0.4%	0.1%	-5%	4%	15%	i	62	0.8%
N#Cc1c(C(F)(F)F)cc(C2CC2)nc1N1CCCC1	-1%	0.4	64	0.3%	0.6%	6%	4%	5%	i	28	2.6%
CCCc1cc(=O)[nH]c(SCC(=O)Nc2sc3c(c2C#N)CCC(C)C3)n1 (stereo not given)	-2%	3.4	49	0.2%	-0.1%	-11%	9%	9%	i	46	?
O=S(=O)(NC1CCCCC1N1CCN(c2ccc(F)cc2)CC1)c1ccccc1 (stereo not given)	-2%	3.2	57	0.3%	0.9%	4%	5%	-2%	i	9	-0.4%
CCn1c(Cc2ccc(OC)cc2)nnc1SCC(=O)Nc1ccc(N2CCOCC2)cc1	-7%	1.5	55	0.1%	-0.8%	-3%	9%	5%	i	38	0.9%
CCc1nnc(NC(=O)C(c2ccccc2)c2ccccc2)s1	-9%	1.5	48	-0.3%	-1.5%	10%	2%	1%	i	33	1.3%
Cc1cc(C)cc(N(CC(=O)NC(C)(C)C)C(=O)CCC(=O)Nc2nccs2)c1	-1%	-1.2	59	-0.9%	-1.3%	0%	-5%	2%	i	39	-1.5%
O=C(C1CCN(S(=O)(=O)c2cccnc2)CC1)N1CCCCC1	-1%	-0.5	47	0.3%	-0.3%	-6%	11%	3%	i	25	-0.1%
NC1=NC2(CCCCC2)N(c2ccc(F)cc2F)C(N)=N1	-10%	-0.5	97	0.2%	-0.1%	.	12%	.	i	55	0.4%
COc1ccccc1NC(=S)N(Cc1ccco1)Cc1cc2ccc(C)c(C)c2[nH]c1=O	-5%	5.6	59	1.7%[50 µM]	-1.4%	-12%	3%	7%	i	10	8.4%
O=C(CSc1nc2sc3c(c2c(=O)[nH]1)CCCC3)NCCO	-5%	2.2	60	-2.2%	0.6%	-4%	15%	2%	i	39	0.7%
O=C(CSc1ccc(F)cc1)Nc1cccc(S(=O)(=O)N2CCOCC2)c1	2%	-0.7	64	1.7%	.	.	4%	.	i	35	.
Cc1ccc(NC(=O)N2CCN(C/C=C/c3ccccc3)CC2)cc1	-7%	-1.5	71	-0.3%	-0.6%	2%	7%	-9%	i	56	-0.2%
COC(CN1C(=O)C(O)=C(C(C)=O)C1c1ccccn1)OC (stereo not given)	-6%	-0.7	53	2.6%	0.6%	6%	6%	6%	i	43	-0.2%
CCOC(=O)COc1ccc(C(=O)c2ccccc2)c(O)c1	5%	-0.8	30	0.1%	0.0%	9%	-1%	9%	i	17	2.7%
Cc1ccc(CN2CCNC(=O)C2CC(=O)N(C)CCc2ccccc2)cc1 (stereo not given)	-3%	-0.5	56	0.2%	-0.3%	4%	-4%	-3%	i	4	-1.4%
O=C(NCCNc1nccc(C(F)(F)F)n1)c1cccs1	5%	0.1	66	2.8%	-0.3%	-14%	10%	8%	i	33	2.8%
